HSF-1 act – increases HSF-1 driven luciferase reporter signal. NIH3T3-HGL HSF-1 luciferase reporter, MG132, 8 h; 100% = twice DMSO control signal. 300,000 compounds, 1.7% hits. activation, % at 9 µM;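 active = mean replicate activation of at least 50% with a set share of replicates each reaching 50%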;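 note: 0% = median of the neutral control wells and 100% = twice that signal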
HSF1 inhib – HSF1 inhibition. activity change, negative = inhibition, % at 7.5 µM (by protocol). NIH3T3-HGL HSE-luciferase, MG132-induced, luminescence 8 h; hits give low values. 300,000 compounds, 0.77% hits;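 active = more than half of replicate wells show activity change below -50%, luminescence cut by over half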;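 note: luciferase reports HSF-1 transcriptional activity via heat shock element; 0% = median of DMSO wells and -100% = zero luminescence signal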
AI-2 QS modul – modulators of Vibrio harveyi AI-2 quorum sensing system; Vibrio harveyi JMH597 AI-2 luminescence/OD600 ratio, 9 h; hits give low values; strain lacks LuxN and CqsS sensors; 0 = neutral-control median; activity change, % at 7.5 µM; 300,000 compounds, 0.4% hits; AID 2094; in the data active = activity change below about -75%, passing the limit was not always enough;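 note: luminescence divided by OD600 gain over 9 h not by final OD600 alone; inactives centre near 13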
GSK3beta inhib – human GSK3beta kinase inhibition; P49841; GST-GSK3beta kinase, ADP-Glo luminescence, 60 min; hits give low values; activity score (negative = inhibition), % at 10 µM; 300,000 compounds, 0.038% hits; AID 2097;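 active = more than half of replicate wells score below -50%, meaning over 50% inhibition versus plate controls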;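 note: 0% = median DMSO wells and -100% = median GW8510 positive control wells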
Target sequence (P49841 whole entry, looked up): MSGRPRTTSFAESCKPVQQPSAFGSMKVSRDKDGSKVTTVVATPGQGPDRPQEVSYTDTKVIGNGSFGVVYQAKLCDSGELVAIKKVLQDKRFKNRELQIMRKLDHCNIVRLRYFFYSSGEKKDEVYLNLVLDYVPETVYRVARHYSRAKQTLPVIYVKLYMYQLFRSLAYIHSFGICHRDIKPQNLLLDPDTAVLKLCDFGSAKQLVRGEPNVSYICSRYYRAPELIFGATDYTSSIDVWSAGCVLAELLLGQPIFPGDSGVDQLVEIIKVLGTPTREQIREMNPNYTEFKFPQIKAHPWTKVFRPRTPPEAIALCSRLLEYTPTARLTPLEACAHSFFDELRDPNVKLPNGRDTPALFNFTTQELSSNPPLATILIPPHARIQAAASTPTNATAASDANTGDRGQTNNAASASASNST
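Test system: GST-tagged human GSK3beta kinase, cell-free; evaluation: activity score scaled between in-plate DMSO and GW8510 controls; measured by: ADP-Glo luminescence; incubation: 60 min reaction, RT; benchmarks: DMSO and 20 µM GW8510; reagent: peptide substrate plus 25 µM ATP (final); medium: Tris/MgCl2 kinase buffer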
PolyA inhibitor – yeast polyadenylation inhibition. S. cerevisiae SKY197-pL101 polyadenylation reporter, beta-gal luminescence; efflux-impaired pdr1/pdr3 knockout yeast; score 100 = 6 SD above DMSO. calls only at 12 µM. 300,000 compounds, 0.02% hits. AID 1875;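 active = lowest replicate activity score at least 50, where 100 means six control SD above control mean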;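 note: yeast exposed to compound for 9 h at 30 °C; higher score means more reporter readthrough which indicates perturbed polyadenylation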
GSK3A inh – blocks human GSK-3 alpha kinase | AID 2650 | 320,000 compounds, 0.1% hits | P49840 | ADP-Glo luminescence, 60 min | inhibition, % at 10 µM;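 in the data active = inhibition above about 50%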;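 note: GST-tagged GSK-3 alpha with peptide substrate and 25 µM ATP; 0% = DMSO neutral wells and 100% = GW8510 positive control wells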
Target sequence (P49840 whole entry, looked up): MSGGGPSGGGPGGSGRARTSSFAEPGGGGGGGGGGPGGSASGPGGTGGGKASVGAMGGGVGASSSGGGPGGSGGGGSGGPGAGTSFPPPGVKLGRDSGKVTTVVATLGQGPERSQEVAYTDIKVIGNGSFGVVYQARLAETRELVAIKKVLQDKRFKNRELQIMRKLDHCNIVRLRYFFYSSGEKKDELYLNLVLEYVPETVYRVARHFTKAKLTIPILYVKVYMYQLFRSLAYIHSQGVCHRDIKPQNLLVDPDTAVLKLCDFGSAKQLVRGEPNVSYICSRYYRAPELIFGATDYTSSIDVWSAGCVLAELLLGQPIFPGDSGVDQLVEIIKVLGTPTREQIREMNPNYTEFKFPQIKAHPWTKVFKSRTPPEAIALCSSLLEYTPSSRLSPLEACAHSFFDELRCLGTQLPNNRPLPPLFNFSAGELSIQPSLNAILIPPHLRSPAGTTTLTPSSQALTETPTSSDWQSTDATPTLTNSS
IEC-6 tox – IEC-6 cytotoxicity, counter-screen for KLF5 inhibitors. luminescence viability. inhibition, % at 5 µM. 290,000 compounds, 0.78% hits; in the data active = inhibition above about 22%;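 note: 0% = plate median of test compound wells and 100% = cytotoxic reference compound wells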
aSyn UTR inh – MLPCN primary screen, SNCA 5' untranslated region; 300,000 compounds, 0.82% hits; inhibition, % (tested at 7.5 µM); alpha-synuclein 5'UTR reporter, inhibitor activity; in the data active = inhibition above about 60%;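 note: H4 neuroglioblastoma cells stably carrying SNCA 5'UTR luciferase fusion; 0% = DMSO wells and 100% = positive control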
KLF5 inhibitor – kruppel-like factor 5 inhibition; DLD-1 KLF5 promoter-luciferase reporter, luminescence; inhibition, % at 5 µM; 290,000 compounds, 0.23% hits;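 active = inhibition above a per-plate limit of that plate's mean compound inhibition plus 3 SD, cut at about 60% in these data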;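 note: 0% = DMSO wells and 100% = LY294002 at 200 µM; higher means less KLF5 promoter-driven luciferase light; inactives centre near -14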
HSP90 refold inh – HSP90 refolding inhibition in rabbit reticulocyte lysate. 290,000 compounds, 0.91% hits. AID 1789. inhibition, % at 5.6 µM. luciferase refolding luminescence, 3 h;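 active = inhibition above the screen-wide mean plus 3 SD, computed separately per campaign, cut at about 16% in these data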;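 note: 0% = DMSO wells and 100% = 60 µM geldanamycin wells; inhibitors lower the luminescence because luciferase stays unfolded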
Starred values were filed as active, the others as inactive; i = inactive; . = not tested or not shown.

| SMILES | HSF-1 act | HSF1 inhib | AI-2 QS modul | GSK3beta inhib | PolyA inhibitor | GSK3A inh | IEC-6 tox | aSyn UTR inh | KLF5 inhibitor | HSP90 refold inh |
| --- | --- | --- | --- | --- | --- | --- | --- | --- | --- | --- |
| O=C(Nc1ccc(F)cc1)C1CC(=O)n2cnnc2N1 (stereo unspecified) | 1 | -5 | -4 | -1 | i | -1 | -1 | -7 | -19 | 4 |
| Cc1cc(C)c2c3c(sc2n1)C(=O)N(c1ccccc1C)CC(=O)N3 | 16 | -6 | 10 | 3 | i | -1 | -3 | -12 | 2 | 1 |
| CC1CCN(c2ccc3nnc(CCC(=O)Nc4cc(F)ccc4F)n3n2)CC1 | -2 | -1 | 30 | 2 | i | 2 | -6 | 17 | -7 | -4 |
| CCCn1c(=N)n(CC(O)COc2cccc(C)c2)c2ccccc21 (stereo unspecified) | 0 | -7 | 46 | 2 | i | 3 | 0 | -12 | -19 | 1 |
| COc1cc(NC(=O)C2CCN(S(=O)(=O)c3cnc[nH]3)CC2)cc(OC)c1OC | -7 | -12 | 38 | -1 | i | 7 | 4 | -19 | -11 | 10 |
| O=c1cc(/C=C/c2ccccc2)oc2ccccc12 | 29 | 26 | 13 | 2 | i | 3 | 0 | -205 | -160 | -3 |
| CCc1cccc(NC(=O)CN(C)S(=O)(=O)c2cccc3cccnc23)c1 | -7 | -3 | 26 | -2 | i | -3 | 4 | 14 | -31 | 3 |
| CCOC(=O)c1cnc2c(C)c(Cl)ccc2c1Nc1ccc(S(=O)(=O)Nc2ncccn2)cc1 | -4 | 9 | 17 | -2 | i | -2 | -4 | 24 | -14 | 4 |
| CC1CCN(S(=O)(=O)c2ccc3c(c2)c(=O)c(C(=O)NCc2ccco2)cn3C)CC1 | 0 | 5 | 29 | 0 | i | 0 | -4 | 12 | -7 | 4 |
| O=C(CCN1CCN(Cc2ccccc2)CC1)Nc1ccccc1Cl | 0 | 2 | 32 | -1 | i | 1 | 3 | 7 | -24 | 2 |
| Cc1cccc(NCC(=O)N/N=C\c2c[nH]c3ccccc23)c1 | 13 | -1 | 4 | -6 | i | -2 | 4 | 10 | 4 | -1 |
| COc1ccccc1NC(=O)C(C)Sc1nc2ccccc2c(=O)n1CC1CCCO1 (stereo unspecified) | -17 | 3 | 23 | 2 | i | -1 | . | 7 | . | . |
| COc1ccc(N2CCN(C(=O)Cc3nn(C)c(=O)c4ccccc34)CC2)cc1 | 1 | 2 | 4 | 5 | i | 0 | -10 | 10 | 4 | -4 |
| CCCCOc1cccc(NC(=O)CSc2nncn2C)c1 | 11 | 0 | 19 | 1 | i | -1 | 4 | 2 | 13 | -1 |
| CCC(C)NC(=O)Cn1nc(C(F)(F)F)c2c1CCC2 (stereo unspecified) | -3 | -4 | 6 | 5 | i | -2 | -4 | -7 | -3 | 1 |
| CCN(CC)c1nc(C)nc2c1cnn2CCc1ccccc1 | 57* | 37 | 13 | 0 | i | -2 | 9 | -185 | -80 | -1 |
| CCn1c(C)c(C)c2cc(C(=O)NCCN3CCCCCC3)ccc21 | -18 | 4 | -1 | -4 | i | 2 | -4 | -21 | -3 | 1 |
| Clc1ccc(N2CCN(Cc3ccc(Br)o3)CC2)cc1 | -4 | -8 | 19 | -23 | i | 0 | -3 | -7 | -18 | 0 |
| Cc1nc(NC(=O)c2ccc([N+](=O)[O-])cc2Cl)sc1C(=O)N(C)C | 11 | -2 | 28 | -21 | i | -1 | -1 | 2 | 15 | 8 |
| O=C(Nc1nccs1)c1ccc(COc2ccccc2Br)o1 | 43 | 35 | 11 | 1 | i | -3 | 11 | -14 | -43 | -2 |
| Cn1cnc([N+](=O)[O-])c1NC(C)(C)C | -24 | -2 | -3 | 1 | i | 1 | -1 | 31 | -34 | 2 |
| CC(C)Sc1nc2ccccc2c(=O)[nH]1 | 6 | -4 | 45 | -1 | i | 1 | 5 | 28 | -26 | 1 |
| Cc1ccc(S(=O)(=O)Nc2nc(C)c(C(=O)Nc3ccccc3)s2)cc1 | 5 | -2 | 25 | -5 | i | -5 | 2 | -6 | 5 | -5 |
| Cc1ccc(CN2C3=NCCCN3c3ccccc32)cc1 | . | . | . | . | . | -5 | 2 | . | 1 | 0 |
| COc1ccc(-c2cc(N3C(=O)Nc4ccccc4N3O)n[nH]2)c(OC)c1 | 3 | -2 | 18 | -4 | i | 8 | 2 | 10 | 3 | 2 |
| N#Cc1cnn(Cc2ccccc2)c1N | -7 | -9 | 19 | -1 | i | -1 | -1 | 8 | 28 | -3 |
| CC(=O)c1ccc(OCCCC(=O)Nc2ccc(C)c(S(=O)(=O)N(C)C)c2)cc1 | 9 | 0 | 9 | 0 | i | -1 | -6 | 1 | 1 | 1 |
| CC(=O)c1ccc(NC(=O)CCS(=O)(=O)c2ccc3c(c2)n(C)c(=O)c(=O)n3C)cc1 | -8 | -3 | 16 | -2 | i | -4 | -2 | -4 | -4 | -5 |
| C=CCn1c(=N)n(CC(=O)c2cccc([N+](=O)[O-])c2)c2ccccc21 | -4 | -6 | -8 | -3 | i | 1 | 3 | -77 | -3 | -1 |
| CNC(=O)C1CCN(S(=O)(=O)c2c(C)noc2/C=C/c2cccc(C)c2)CC1 | 13 | -1 | 10 | -2 | i | -5 | -8 | -3 | -17 | -3 |
| CCCCCCN=C1CC(C)(C)CC(=O)/C1=C(/O)CCC | 0 | -7 | 16 | 3 | i | -3 | 5 | -1 | -19 | 0 |
| COCCn1c(=S)[nH]c2cc(C(=O)NC(C)C)ccc2c1=O | . | . | . | . | . | -3 | 0 | . | -5 | 2 |
| CCCCn1c(SCC(=O)Nc2nnc(C)s2)nnc1-c1ccncc1 | 0 | -6 | 10 | -3 | i | -1 | 4 | 5 | 10 | 3 |
| O=C(CN1C(=O)S/C(=C\c2cccs2)C1=O)Nc1ccc(C(=O)O)c(O)c1 | 0 | -13 | 15 | 0 | i | 0 | -4 | 4 | -14 | -2 |
| CC1Sc2ccc(S(=O)(=O)CCC(=O)Nc3ccc(C(C)C)cc3)cc2NC1=O (stereo unspecified) | -5 | 2 | . | 2 | i | -2 | -9 | 31 | -23 | 0 |
| O=C(CC(Nc1ccc(F)cc1)c1ccccc1)c1ccccc1 (stereo unspecified) | 22 | 14 | 1 | 1 | i | -1 | 6 | -89 | -10 | 4 |
| CCN(CC)c1nc(-c2nn[nH]n2)nc(N(CC)CC)n1 | 9 | 0 | 18 | 4 | i | -1 | -3 | -4 | -20 | 0 |
| Cc1cc(=O)[nH]c(SCC(=O)Nc2cccc3ccccc23)c1C#N | -17 | -3 | 23 | 2 | i | -2 | 2 | -61 | -2 | 8 |
| CCc1ccc(NC(=S)N(CCC(C)C)C2CCN(C(C)=O)CC2)cc1 | -6 | -18 | 23 | 0 | i | 0 | -5 | -32 | -16 | -2 |
| Cc1cc(=O)oc2c1c(C(F)(F)F)nn2-c1ccccc1 | . | . | 13 | -1 | i | 11 | -4 | . | -7 | -1 |
| CC(C)(C)NC(=O)COc1ccc(CNc2ccc3[nH]c(=O)[nH]c3c2)cc1 | 0 | -1 | 25 | -1 | i | 5 | -2 | 1 | 11 | -2 |
| CCOC(=O)c1ccccc1NC(=O)Cn1c(=O)n(Cc2ccccc2)c(=O)c2c(C)c(C)sc21 | -4 | 4 | 15 | 8 | i | -1 | 2 | 21 | -38 | 0 |
| FC(F)(F)c1cccc(CNC2CCN(Cc3ccccc3)CC2)c1 | 19 | 3 | -4 | -1 | i | 1 | -12 | 1 | -19 | 1 |
| O=C(CN(C(=O)c1ccccc1Cl)N1C(=O)CCCC1=O)c1ccc(Cl)cc1 | -15 | 3 | 35 | 3 | i | 0 | -7 | 1 | -5 | -3 |
| CCCCC(CC)CNC(=O)Cn1c(=O)[nH]c2ccsc2c1=O (stereo unspecified) | -9 | -4 | 15 | 1 | i | -2 | 0 | 4 | -4 | 2 |
| O=C(Cc1cccs1)Nc1nc(-c2ccc(F)c(F)c2)cs1 | 18 | 12 | 20 | 3 | i | -5 | 2 | -41 | -16 | -3 |
| COc1cc(CC(=O)OCC(=O)Nc2cc([N+](=O)[O-])ccc2F)cc(OC)c1OC | -36 | -21 | 32 | 1 | i | 0 | 0 | 3 | 2 | 1 |
| C=CCOc1ccc(/C=C/C(=O)OCC(=O)N(C)CC(=O)Nc2ccc(F)cc2)cc1 | 5 | 4 | 17 | -3 | i | -1 | . | 8 | . | . |
| NC(=S)N/N=C/c1c(O)ccc2ccccc12 | 3 | -2 | 7 | 2 | i | 4 | 0 | 41 | -4 | 3 |
| N#C/C(=C\c1ccc([N+](=O)[O-])cc1)c1nc(C2CC2)cs1 | 57* | 46 | 11 | 5 | i | 0 | 13 | -84 | 0 | 0 |

The listing continues:
| SMILES | HSF-1 act | HSF1 inhib | AI-2 QS modul | GSK3beta inhib | PolyA inhibitor | GSK3A inh | IEC-6 tox | aSyn UTR inh | KLF5 inhibitor | HSP90 refold inh |
| --- | --- | --- | --- | --- | --- | --- | --- | --- | --- | --- |
| COc1ccc(-c2csc(NC(=O)CSc3ccc(Br)cc3)n2)c(OC)c1 | 11 | 6 | 26 | -2 | i | 2 | -2 | 22 | 3 | -1 |
| CC(CNC(=O)c1cc(Cl)ccc1[N+](=O)[O-])NC(=O)c1cc(Cl)ccc1[N+](=O)[O-] (stereo unspecified) | -3 | 3 | 8 | 4 | i | -2 | -3 | -22 | -9 | -2 |
| Cc1c(C(=O)N2CCCC2)c(S(=O)(=O)NCCc2ccccc2)c(C)n1C | 16 | 4 | 5 | 3 | i | -2 | 8 | 10 | 5 | 4 |
| N#CC1=C(N)N(c2ccccc2Sc2ccccc2)C(=O)C1 | -8 | -5 | 6 | -2 | i | -1 | 3 | 18 | -12 | 1 |
| Cc1ccc(CNC(=O)CSc2nnc(CNC(=O)c3ccccc3)o2)cc1 | 17 | -1 | 3 | 2 | i | 3 | -2 | -3 | -6 | 2 |
| S=c1[nH]nc(-c2cccnc2)n1-c1ccccc1 | -10 | -6 | 20 | 3 | i | -2 | 5 | 16 | 8 | 3 |
| COc1ccc(-c2cc(C(F)(F)F)nc(N3CCN(C)CC3)n2)cc1OC | -18 | -3 | 4 | 2 | i | 1 | 3 | 16 | 6 | -1 |
| CCN1CCCC1CNC(=O)COc1cc(=O)n(C)c2ccccc12 (stereo unspecified) | 7 | 1 | 10 | 0 | i | -2 | 3 | 14 | -7 | 2 |
| NC(=S)Nc1cnc2ccccc2c1 | -7 | -2 | 9 | 2 | i | -2 | 1 | 12 | -12 | 0 |
| CCOCCc1nnc(NC(=O)CCc2ccccc2)s1 | -5 | -2 | 27 | -2 | i | -3 | -2 | 0 | -24 | -4 |
| CC1CCCC(C)N1c1nnc(N)s1 (stereo unspecified) | -2 | 1 | 4 | -6 | i | -1 | 1 | -4 | -1 | 9 |
| COc1ccc(CCn2c(=S)[nH]c3cc(C(=O)NCc4ccco4)ccc3c2=O)cc1OC | -36 | -17 | 21 | 0 | i | 1 | -2 | 13 | -29 | 7 |

Screens as filed in PubChem.

This is a subset. The share of hits here may be higher or lower than overall.
